RPL19A TOR yeast = modulators of TOR pathway RPL19A-GFP in S. cerevisiae. S. cerevisiae RPL19A-GFP strain, flow cytometry, 3 h; active compounds read low. AID 2025. percent response vs DMSO, % at 10 µM. hit rate 0.3% among 330,000;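 active = percent response vs DMSO below 50%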;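 also: median channel GFP fluorescence of the barcoded RPL19A-GFP strain; ratio of sample median GFP to plate DMSO average so 100% = DMSO; lower means less RPL19A-GFP as with rapamycin TOR inhibition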
proCasp7 act = counter-screen: procaspase-7 (human) activation; AID 463210; hit rate 0.093% among 330,000; activation, % at 8.5 µM; recombinant procaspase-7, Ac-DEVD-pNA absorbance 405 nm; D23A/D198A/D206A triple mutant, cannot self-cleave; scale: DMSO 0, 5 µM enzyme 100;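 active = percent activation above the screen-wide mean plus 3 SD, cut at about 25% in these data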
Target sequence (P55210 whole entry D23A/D198A/D206A): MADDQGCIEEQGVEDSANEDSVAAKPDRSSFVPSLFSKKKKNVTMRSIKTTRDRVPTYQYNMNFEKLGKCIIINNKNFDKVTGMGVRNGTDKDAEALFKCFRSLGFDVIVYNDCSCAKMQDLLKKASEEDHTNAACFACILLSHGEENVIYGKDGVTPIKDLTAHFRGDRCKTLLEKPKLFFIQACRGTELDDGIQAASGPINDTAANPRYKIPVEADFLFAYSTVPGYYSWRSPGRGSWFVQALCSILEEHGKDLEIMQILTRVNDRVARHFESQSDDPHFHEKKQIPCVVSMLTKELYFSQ
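System: Procaspase-7 triple mutant (PC-7 D3A); measure: % activation from two-timepoint absorbance difference, scaled to controls; times: 1 h compound preincubation, 2 h substrate cleavage, 25 °C; also added: Ac-DEVD-pNA substrate, 400 µM as added; measured by: Epi-absorbance of released pNA at 405 nm, two timepoints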
procasp3 activ = procaspase-3 (human) activation | activation, % at 8.5 µM | recombinant procaspase-3 D3A, Ac-DEVD-pNA absorbance 405 nm | hit rate 0.11% among 330,000 | P42574;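 active = activation above the mean of all tested compounds plus 3 SD, cut at about 21% in these data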;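 also: 0% = DMSO alone and 100% = DMSO wells spiked with extra 5 µM PC-3 D3A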
Target sequence (P42574 whole entry D9A/D28A/D175A): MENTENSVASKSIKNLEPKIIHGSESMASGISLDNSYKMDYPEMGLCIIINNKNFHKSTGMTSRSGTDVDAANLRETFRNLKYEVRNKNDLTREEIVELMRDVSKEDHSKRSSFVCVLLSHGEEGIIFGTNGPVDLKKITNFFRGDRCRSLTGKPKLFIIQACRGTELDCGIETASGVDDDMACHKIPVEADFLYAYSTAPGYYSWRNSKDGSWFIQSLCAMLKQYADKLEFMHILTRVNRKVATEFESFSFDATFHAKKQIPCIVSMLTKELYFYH
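Test system: Procaspase-3 D3A mutant; medium: Zinc-free HEPES/NaCl buffer with 0.01% Triton X-100 at pH 7.4; reagent: DEVD-pNA substrate; doses: one concentration, 8.5 µM nominal, 0.8% DMSO; times: 1 h preincubation plus 2 h reaction at 25 °C; signal: Epi-absorbance at 405 nm of released p-nitroaniline, 0 and 120 min; replicates: singlicate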
AHR activator = activators of human aryl hydrocarbon receptor; P35869; activation, % at 5 µM; hit rate 2.5% among 320,000; AHR-responsive luciferase reporter cells, luminescence; in the data active = activation above about 47%;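 also: 0% = vehicle wells and 100% = reference agonist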
CIT2-GFP yeast = yeast TOR pathway CIT2-GFP modulation. S. cerevisiae CIT2-GFP strain, flow cytometry, 3 h; 100 means same as DMSO wells. GFP response vs DMSO, % at 10 µM. hit rate 0.065% among 320,000. AID 2029;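 active = GFP response relative to DMSO above a set limit, near the screen mean plus 3 SD, cut at about 150% in these data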;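 also: ratio of well median GFP fluorescence to mean of DMSO wells on the plate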
AGP1-GFP MLPCN = alters AGP1-GFP fluorescence in TOR pathway yeast screen; S. cerevisiae AGP1-GFP multiplex flow cytometry, 3 h; GFP as percent of DMSO wells; GFP response vs DMSO, % at 10 µM; hit rate 0.02% among 320,000;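 active = GFP response relative to DMSO above a set limit, near screen average plus 3 SD, cut at about 150% in these data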;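 also: median GFP channel fluorescence of the gated AGP1 strain per well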
LAP4 TOR yeast = modulators of TOR pathway LAP4-GFP in S. cerevisiae. GFP response vs DMSO, % at 10 µM. S. cerevisiae LAP4-GFP multiplex, flow cytometry GFP, 3 h; median GFP as percent of DMSO wells. AID 2023. hit rate 0.34% among 320,000;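 active = GFP response vs DMSO above a set limit, about the screen mean plus 3 SD, cut at about 150% in these data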
MEP2-GFP yeast = modulators of TOR pathway MEP2-GFP in S. cerevisiae; S. cerevisiae MEP2-GFP strain, flow cytometry GFP, 3 h; 100% = DMSO control level; GFP response vs DMSO, % at 10 µM; hit rate 0.51% among 330,000;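 active = GFP response versus DMSO above a set limit, roughly screen mean plus 3 SD, cut at about 180% in these data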;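 also: median GFP fluorescence of the barcode-gated MEP2-GFP cells per well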
* hit, by the source's call. Rows are unselected, and some 3.5% of all compounds hit somewhere here.

Screening CCCCN(C)C(=O)C1CCN(c2ccc(S(=O)(=O)N3CCOCC3)cc2[N+](=O)[O-])CC1 returned RPL19A TOR yeast 88, proCasp7 act -4, procasp3 activ 0, AHR activator -2, CIT2-GFP yeast 88, AGP1-GFP MLPCN 87, LAP4 TOR yeast 88 and MEP2-GFP yeast 89.
`Cc1ccc(CNc2cccnc2)cc1` gave RPL19A TOR yeast 104, proCasp7 act -3, procasp3 activ 0, AHR activator 5, CIT2-GFP yeast 101, AGP1-GFP MLPCN 96, LAP4 TOR yeast 97 and MEP2-GFP yeast 109.
For Cc1sc(NC(=O)CN2CCOCC2)c(C(=O)c2ccccc2)c1C the results were RPL19A TOR yeast 100, proCasp7 act 9, procasp3 activ -3, AHR activator -1, CIT2-GFP yeast 98, AGP1-GFP MLPCN 102, LAP4 TOR yeast 106 and MEP2-GFP yeast 96.
O=C(O)/C(=C\c1ccc(-c2ccccc2[N+](=O)[O-])o1)c1ccccc1 was read as RPL19A TOR yeast 106, proCasp7 act -13, procasp3 activ -16, AHR activator 29, CIT2-GFP yeast 99, AGP1-GFP MLPCN 97, LAP4 TOR yeast 114 and MEP2-GFP yeast 108.
Nc1n[nH]c2cc(=O)n(-c3ccc(Cl)cc3)nc12 was read as RPL19A TOR yeast 103, proCasp7 act 4, procasp3 activ -3, AHR activator 7, CIT2-GFP yeast 107, AGP1-GFP MLPCN 97, LAP4 TOR yeast 93 and MEP2-GFP yeast 99.
O=C(NCc1ccc2c(c1)OCO2)c1ccc(N2C(=O)C3CCCCC3C2=O)cc1 (stereo not drawn) was read as RPL19A TOR yeast 102, proCasp7 act 1, procasp3 activ -2, AHR activator -5, CIT2-GFP yeast 107, AGP1-GFP MLPCN 104, LAP4 TOR yeast 107 and MEP2-GFP yeast 103.
For CCOC(=O)C/C(C)=N/NC(=O)COc1ccccc1C the results were RPL19A TOR yeast 101, proCasp7 act -2, procasp3 activ -3, AHR activator 3, CIT2-GFP yeast 101, AGP1-GFP MLPCN 112, LAP4 TOR yeast 100 and MEP2-GFP yeast 107.
For O=C(NCC(c1cccnc1)N1CCN(c2ccccc2F)CC1)c1ccccc1 (stereo not drawn) the results were RPL19A TOR yeast 97, proCasp7 act 1, procasp3 activ 8, AHR activator 4, CIT2-GFP yeast 99, AGP1-GFP MLPCN 96, LAP4 TOR yeast 92 and MEP2-GFP yeast 95.
COC(=O)c1ccc(NC(=O)c2nc(S(=O)(=O)Cc3cccc(C)c3)ncc2Cl)cc1 was read as RPL19A TOR yeast 98, proCasp7 act -8, procasp3 activ -12, AHR activator 4, CIT2-GFP yeast 90, AGP1-GFP MLPCN 94, LAP4 TOR yeast 92 and MEP2-GFP yeast 96.
For COc1cccc(NC(=O)CN(C)C(=O)Cn2[nH]c(=O)c3ccccc3c2=O)c1 the results were RPL19A TOR yeast 102, proCasp7 act -4, procasp3 activ 8, AHR activator 4, CIT2-GFP yeast 98, AGP1-GFP MLPCN 110, LAP4 TOR yeast 108 and MEP2-GFP yeast 103.
COc1ccc(NC(=O)CCOc2ccc(C)cc2)cc1S(=O)(=O)N1CCOCC1 was read as RPL19A TOR yeast 86, proCasp7 act -16, procasp3 activ 4, AHR activator 0, CIT2-GFP yeast 86, AGP1-GFP MLPCN 92, LAP4 TOR yeast 83 and MEP2-GFP yeast 81.
`Cc1cc(-c2ccc(Cl)cc2Cl)c(C#N)c(=O)[nH]1` gave RPL19A TOR yeast 103, proCasp7 act -1, procasp3 activ 5, AHR activator 3, CIT2-GFP yeast 101, AGP1-GFP MLPCN 111, LAP4 TOR yeast 101 and MEP2-GFP yeast 104.
`CCc1ccccc1-n1c(SCC(=O)N2CCCC2)nc2[nH]ncc2c1=O` gave RPL19A TOR yeast 91, proCasp7 act 0, procasp3 activ -1, AHR activator 1, CIT2-GFP yeast 107, AGP1-GFP MLPCN 86, LAP4 TOR yeast 100 and MEP2-GFP yeast 95.
For CCOC(=O)c1cnc2c(ccc3ccccc32)c1NCCN(C)C the results were RPL19A TOR yeast 103, proCasp7 act 1, procasp3 activ 9, AHR activator -1, CIT2-GFP yeast 103, AGP1-GFP MLPCN 100, LAP4 TOR yeast 100 and MEP2-GFP yeast 104.
For Cc1ccc(NS(=O)(=O)c2cc(OCC(N)=O)c(C)cc2Cl)cc1 the results were RPL19A TOR yeast 104, proCasp7 act 4, procasp3 activ -13, AHR activator 6, CIT2-GFP yeast 95, AGP1-GFP MLPCN 101, LAP4 TOR yeast 90 and MEP2-GFP yeast 104.
For O=C(CSc1ccc2nnc(-c3cccnc3)n2n1)Nc1ccccc1C(F)(F)F the results were RPL19A TOR yeast 104, proCasp7 act 2, procasp3 activ -2, AHR activator 1, AGP1-GFP MLPCN 91, LAP4 TOR yeast 80 and MEP2-GFP yeast 124.
Screening COc1ccc(OC(=O)c2cc3cc(Cl)ccc3oc2=O)cc1 returned RPL19A TOR yeast 100, proCasp7 act -3, procasp3 activ 4, AHR activator 1, CIT2-GFP yeast 103, AGP1-GFP MLPCN 99, LAP4 TOR yeast 88 and MEP2-GFP yeast 102.
CCC1(c2ccc(F)cc2)NC(=O)N(CC(=O)N2CCN(S(=O)(=O)c3ccc(C)cc3)CC2)C1=O (stereo not drawn) was read as RPL19A TOR yeast 87, proCasp7 act 3, procasp3 activ 2, AHR activator -1, CIT2-GFP yeast 90, AGP1-GFP MLPCN 95, LAP4 TOR yeast 96 and MEP2-GFP yeast 93.
`CC1=C(C#N)C(Nc2cc(C)ccn2)(C(F)(F)F)C(=O)N1` (stereo not drawn) gave RPL19A TOR yeast 103, proCasp7 act 2, procasp3 activ -4, AHR activator 2, CIT2-GFP yeast 100, AGP1-GFP MLPCN 96, LAP4 TOR yeast 95 and MEP2-GFP yeast 94.
For CC(=O)c1cccc(N2C(=O)C3C(C(=O)Nc4cc(C)on4)C4(C)C=CC3(O4)C2C(=O)NC(C)(C)C)c1 (stereo not drawn) the results were RPL19A TOR yeast 94, proCasp7 act 4, procasp3 activ -3, AHR activator 2, CIT2-GFP yeast 100, AGP1-GFP MLPCN 98, LAP4 TOR yeast 98 and MEP2-GFP yeast 93.

2 compounds picked at random from those above:
For CCOC(=O)c1cnc2c(ccc3ccccc32)c1NCCN(C)C the results were RPL19A TOR yeast 103, proCasp7 act 1, procasp3 activ 9, AHR activator -1, CIT2-GFP yeast 103, AGP1-GFP MLPCN 100, LAP4 TOR yeast 100 and MEP2-GFP yeast 104.
O=C(NCc1ccc2c(c1)OCO2)c1ccc(N2C(=O)C3CCCCC3C2=O)cc1 (stereo not drawn) was read as RPL19A TOR yeast 102, proCasp7 act 1, procasp3 activ -2, AHR activator -5, CIT2-GFP yeast 107, AGP1-GFP MLPCN 104, LAP4 TOR yeast 107 and MEP2-GFP yeast 103.

Going on with the list:
Screening CC1CC(C)CN(S(=O)(=O)c2ccc3c(c2)CC(C)N3C(=O)C2CC2)C1 (stereo not drawn) returned RPL19A TOR yeast 96, proCasp7 act -12, procasp3 activ -8, AHR activator 2, CIT2-GFP yeast 88, AGP1-GFP MLPCN 93, LAP4 TOR yeast 98 and MEP2-GFP yeast 96.
`COc1ccc(NC(=S)N2CCN(Cc3cccc(F)c3)CC2)c(OC)c1` gave RPL19A TOR yeast 93, proCasp7 act -11, procasp3 activ 3, AHR activator 6, CIT2-GFP yeast 100, AGP1-GFP MLPCN 93, LAP4 TOR yeast 100 and MEP2-GFP yeast 101.
`COc1ccc(NC(=O)CN2CCN(C(=O)c3ccco3)CC2)c(OC)c1` gave RPL19A TOR yeast 97, proCasp7 act 12, procasp3 activ -1, AHR activator 2, CIT2-GFP yeast 100, AGP1-GFP MLPCN 94, LAP4 TOR yeast 96 and MEP2-GFP yeast 97.
Cc1ccc(C(=O)NCc2occc2C(=O)O)o1 was read as RPL19A TOR yeast 97, proCasp7 act 6, procasp3 activ 2, AHR activator 3, AGP1-GFP MLPCN 96, LAP4 TOR yeast 87 and MEP2-GFP yeast 96.
For COc1ccc(N2C(=O)C3C4c5ccccc5C(C=Nc5ccc(C)cc5C)(c5ccccc54)C3C2=O)cc1 (stereo not drawn) the results were RPL19A TOR yeast 96, proCasp7 act 5, procasp3 activ 0, AHR activator 8, CIT2-GFP yeast 88, AGP1-GFP MLPCN 93, LAP4 TOR yeast 99 and MEP2-GFP yeast 94.
CCOc1ccc(NC(=O)CN(C)C(=O)c2ccc(OCC3CCCO3)cc2)cc1OCC (stereo not drawn) was read as RPL19A TOR yeast 95, proCasp7 act 1, procasp3 activ -3, AHR activator 6, CIT2-GFP yeast 101, AGP1-GFP MLPCN 100, LAP4 TOR yeast 99 and MEP2-GFP yeast 100.
`CCC(C)NC(=O)CSc1nc2c(sc(=S)n2-c2cc(Cl)ccc2OC)c(=O)[nH]1` (stereo not drawn) gave RPL19A TOR yeast 104, proCasp7 act 4, procasp3 activ 1, AHR activator 0, CIT2-GFP yeast 105, AGP1-GFP MLPCN 98, LAP4 TOR yeast 99 and MEP2-GFP yeast 112.
Screening COc1ccc2nc(SCC(=O)N(C)CC(=O)Nc3ccc(F)cc3)[nH]c2c1 returned RPL19A TOR yeast 97, proCasp7 act -2, procasp3 activ -4, AHR activator 5, CIT2-GFP yeast 100, AGP1-GFP MLPCN 102, LAP4 TOR yeast 104 and MEP2-GFP yeast 101.
`CCN1C(=O)CSc2ccc(C(=O)NCCCN3CCOCC3)cc21` gave RPL19A TOR yeast 98, proCasp7 act -7, procasp3 activ -8, AHR activator 0, CIT2-GFP yeast 104, AGP1-GFP MLPCN 104, LAP4 TOR yeast 93 and MEP2-GFP yeast 103.
For C[C@@H]1CN([C@@H](C)CO)C(=O)c2cc(N(C)C)ccc2O[C@@H]1CN(C)Cc1ccncc1 the results were RPL19A TOR yeast 94, proCasp7 act -5, procasp3 activ -1, AHR activator 1, CIT2-GFP yeast 103, AGP1-GFP MLPCN 97, LAP4 TOR yeast 114 and MEP2-GFP yeast 102.

Arranged by count of non-hydrogen atoms (ascending): 3 of the compounds above
`CC1=C(C#N)C(Nc2cc(C)ccn2)(C(F)(F)F)C(=O)N1` (stereo not drawn) gave RPL19A TOR yeast 103, proCasp7 act 2, procasp3 activ -4, AHR activator 2, CIT2-GFP yeast 100, AGP1-GFP MLPCN 96, LAP4 TOR yeast 95 and MEP2-GFP yeast 94.
Screening COc1ccc(OC(=O)c2cc3cc(Cl)ccc3oc2=O)cc1 returned RPL19A TOR yeast 100, proCasp7 act -3, procasp3 activ 4, AHR activator 1, CIT2-GFP yeast 103, AGP1-GFP MLPCN 99, LAP4 TOR yeast 88 and MEP2-GFP yeast 102.
For O=C(NCC(c1cccnc1)N1CCN(c2ccccc2F)CC1)c1ccccc1 (stereo not drawn) the results were RPL19A TOR yeast 97, proCasp7 act 1, procasp3 activ 8, AHR activator 4, CIT2-GFP yeast 99, AGP1-GFP MLPCN 96, LAP4 TOR yeast 92 and MEP2-GFP yeast 95.

Screening data from PubChem.
